ANO1 activ: mouse TMEM16A channel activation, primary screen; HEK293 TMEM16A/YFP-H148Q/I152L, iodide quench fluorescence; hits give low values; B-score at 10 µM; actives 0.3% (n = 340,000); AID 623877;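 active means fluorescence-ratio B-score plate-corrected deviation score at least 3 library SD below zero, with starting fluorescence score within 5 deviations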;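 further: channel opened by trigger with iodide after compound preincubation; score built on the fluorescence ratio of max minus min over baseline; more negative score means more quench and so TMEM16A activation or potentiation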
MrgX1 antagonist: blocks BAM8-22 activation of human MrgX1 receptor. Q96LB2. MRGX1-HEK293 calcium flux, Fluo-4, BAM8-22 antagonism; hits give low values. B-score at 10 µM. actives 1.3% (n = 310,000). AID 588676;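 active means calcium-response B-score plate-corrected more than 3 library SD below zero, starting fluorescence within 5 deviations, no agonist response on first addition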;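 further: peak minus trough fluorescence over baseline after final BAM8-22 challenge near maximal dose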
MrgX1 PAM: human MrgX1 positive allosteric modulation, primary screen; MrgX1-HEK293, Fluo-4 calcium flux, FDSS; hits give high values; B-score at 10 µM; actives 0.63% (n = 310,000); AID 588675;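 active means plate-corrected calcium response at least 3 library SD above typical, normal starting fluorescence, not activating the receptor alone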;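 further: compound read alongside a low EC10 to EC30 dose of BAM8-22 agonist; peak minus trough fluorescence over baseline measured at the second addition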
RGS4 pot: RGS4 potentiation or activation. HEK293 M3R/inducible RGS4, carbachol calcium flux Fluo4; hits give low values. B-score at 10 µM. actives 0.92% (n = 310,000);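 active means B-score of the integrated calcium signal more than 4 SD below the library mean, with starting fluorescence not abnormally high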;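 further: negative B-score means reduced calcium response which marks RGS4 activation or potentiation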
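Assay system: HEK293 FlpIn-TREx cells, stable M3R, doxycycline-inducible RGS4 / Probe or stimulus: carbachol, ECmax concentration / Times: overnight RGS4 induction, 30 min dye load 37 °C, 20 min compound RT / Signal: kinetic calcium fluorescence imaging with Fluo4-AM dye, 2 µM / Measure: Agonist-evoked peak-minus-minimum fluorescence over baseline, integrated ratio, B score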
SKKanGAS inh: SKKanGAS growth inhibition; S. pyogenes SKKanGAS, kanamycin growth, BacTiter-Glo, 6 h; inhibition, % at 7.5 µM; actives 1.3% (n = 300,000);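 active means mean replicate score, as percent of positive control median, at least 50; inconclusive means mean below 50 but one replicate at or above 50; inactive means mean and every replicate below 50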;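 further: strain carries kanamycin resistance gene driven by streptokinase promoter and grows in 40 µg/ml kanamycin; loss of luminescence reflects streptokinase promoter inhibition or plain growth inhibition; 0% = median of DMSO wells and 100% = positive control at its reference dose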
RGS4 block: human RGS4 inhibition | actives 0.45% (n = 310,000) | B-score at 10 µM | HEK293 M3R/RGS4 inducible, Fluo-4 calcium flux; hits give high values; triggered by carbachol at its EC20;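 active means B-score, a plate-corrected calcium signal, over three deviations above library mean, with baseline fluorescence within five deviations of library mean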;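 further: RGS4 expression induced by doxycycline in cells with stable M3 receptor; B-score is computed from the integrated fluorescence ratio over baseline after carbachol; higher B-score means a larger calcium signal and so more RGS4 inhibition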
Target sequence (P49798 whole entry, looked up): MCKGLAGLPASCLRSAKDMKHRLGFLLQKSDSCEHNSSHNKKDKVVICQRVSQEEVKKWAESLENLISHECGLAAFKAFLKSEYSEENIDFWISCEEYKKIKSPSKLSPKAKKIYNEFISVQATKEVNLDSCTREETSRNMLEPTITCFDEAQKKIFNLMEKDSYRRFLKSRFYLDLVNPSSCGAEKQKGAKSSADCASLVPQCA
TRPC6 activator: activators of mouse TRPC6 channel. Q61143. HEK293-TRPC6 membrane potential dye fluorescence; hits give high values. B-score at 10 µM. actives 0.13% (n = 310,000). AID 2550;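 active means B-score of the integrated fluorescence ratio above library mean plus 3 SD, and starting fluorescence ratio within library mean plus 5 SD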;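 further: higher score means more depolarization so channel activation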
Target sequence (Q61143 whole entry, looked up): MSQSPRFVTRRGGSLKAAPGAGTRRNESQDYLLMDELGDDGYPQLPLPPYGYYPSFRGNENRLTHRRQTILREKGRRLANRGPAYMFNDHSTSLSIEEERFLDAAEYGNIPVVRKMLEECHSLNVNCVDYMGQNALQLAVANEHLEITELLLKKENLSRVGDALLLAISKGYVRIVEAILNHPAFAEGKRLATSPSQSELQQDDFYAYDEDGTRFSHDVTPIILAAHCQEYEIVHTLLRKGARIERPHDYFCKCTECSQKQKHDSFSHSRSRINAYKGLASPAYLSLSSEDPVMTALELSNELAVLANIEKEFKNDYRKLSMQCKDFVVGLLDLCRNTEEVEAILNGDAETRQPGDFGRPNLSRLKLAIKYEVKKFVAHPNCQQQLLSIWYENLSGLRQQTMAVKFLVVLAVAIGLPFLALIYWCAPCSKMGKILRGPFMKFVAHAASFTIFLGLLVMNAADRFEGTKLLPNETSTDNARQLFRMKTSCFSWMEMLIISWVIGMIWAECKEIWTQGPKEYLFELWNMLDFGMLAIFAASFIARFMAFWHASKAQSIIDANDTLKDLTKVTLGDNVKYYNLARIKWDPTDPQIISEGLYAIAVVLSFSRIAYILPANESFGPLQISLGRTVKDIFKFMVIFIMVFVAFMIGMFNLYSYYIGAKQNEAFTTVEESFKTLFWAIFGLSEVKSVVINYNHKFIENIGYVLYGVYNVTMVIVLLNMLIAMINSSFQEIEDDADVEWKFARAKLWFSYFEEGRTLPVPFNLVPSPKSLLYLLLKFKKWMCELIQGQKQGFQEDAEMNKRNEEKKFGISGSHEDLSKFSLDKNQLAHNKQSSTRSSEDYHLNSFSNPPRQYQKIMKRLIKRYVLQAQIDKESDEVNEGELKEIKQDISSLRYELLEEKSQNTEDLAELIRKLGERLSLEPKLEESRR
TRPC6 inhibitor: inhibitors of mouse TRPC6 channel; Q61143; HEK293-TRPC6, membrane potential dye, ACh-evoked depolarization; hits give low values; B-score at 10 µM; actives 1.1% (n = 310,000); AID 2553;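 active means B-score under library mean minus 3 SD, initial fluorescence not abnormally high, positive integrated signal ratio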;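 further: B-score derived from integrated fluorescence ratio over the kinetic read; more negative B-score means stronger inhibition of depolarization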
HDAC3 inhib: human HDAC3 inhibition | O15379 | recombinant HDAC3, fluorogenic peptide/trypsin coupled, fluorescence | inhibition, % at 8.3 µM | actives 0.15% (n = 320,000) | AID 2718; in the data active means inhibition above about 26%, passing the limit was not always enough; inconclusive means no clear call, values can overlap the other calls
ANO1 block: mouse TMEM16A channel inhibition, primary screen | normalized B-score (activity score, 25-100; higher = stronger inhibition) at 10 µM | actives 1.2% (n = 310,000) | Q8BHY3 | HEK293 TMEM16A/YFP iodide influx fluorescence, ionomycin;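 active means ratio plate-corrected score three or more library SD toward inhibition, starting fluorescence score within five deviations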;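 further: score derived from kinetic fluorescence span divided by baseline fluorescence per well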
MrgX1 agonist: agonists of human MrgX1 receptor; Q96LB2; actives 0.44% (n = 310,000); MrgX1-HEK293 cells, Fluo-4 calcium fluorescence, agonist mode; hits give high values; B-score at 10 µM;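 active means calcium response B-score plate-corrected fluorescence ratio at least 3 library SD, with starting fluorescence B-score inside 5 SD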
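System: HEK293 cells stably expressing human MrgX1 receptor; Dosing: test compound in the initial addition of three; Schedule: overnight plating, then 30 min 37 °C plus 30 min room-temperature dye loading; Detection: kinetic calcium dye fluorescence, Fluo-4 NW; Controls: per-plate positive and negative controls for Z′ factor.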
An asterisk follows results filed as active; i = inactive; ? = inconclusive; . = no result given.

Results follow in this order: SKKanGAS inh, RGS4 pot, MrgX1 antagonist, TRPC6 activator, MrgX1 PAM, ANO1 activ, TRPC6 inhibitor, HDAC3 inhib, ANO1 block, MrgX1 agonist, RGS4 block
COc1ccc(S(=O)(=O)Cc2ccc(C(=O)NC3CCCCCC3)o2)cc1
→ 2, i, i, i, i, i, i, -1, i, i, i
COc1ccccc1N1CCN(C(=O)C2CCCN(S(=O)(=O)c3ccc4c(c3)CCCN4C(C)=O)C2)CC1 (stereo not drawn)
→ 2, i, i, i, i, i, i, -3, 25*, i, i
COc1ccc(CNC(=O)COC(=O)c2ccc(OCc3c(C)noc3C)cc2)cc1OC
→ -3, i, i, i, i, i, i, -24, i, i, i
COc1ccc2nc(C)c(C(=O)NN)cc2c1
→ -20, i, i, i, i, i, i, -6, i, i, i
C=C(C)CN(CC)Cc1c(C(=O)N(C)CCCC)nc2ccccn12
→ 3, i, i, i, i, i, i, -3, i, i, i
CCn1c(=O)c(C(=O)Nc2ncccc2C)c(O)c2ccccc21
→ 18, i, i, i, i, i, i, 6, i, i, i
O=C1CCc2cc(S(=O)(=O)Nc3ccc(C(F)(F)F)cc3)cc3c2N1CC3
→ 4, i, i, i, i, i, i, -5, i, i, i
COc1cccc(/C=C2/Oc3ccccc3N(CC(=O)NCC3CCCO3)C2=O)c1 (stereo not drawn)
→ 7, i, i, i, i, i, i, 2, i, i, i
CCCCC(=O)OCc1cn(-c2ccc(Cl)cc2)nn1
→ -6, i, i, i, i, i, i, -4, i, i, i
Cc1cc(NC(C)C)n2c(nc3ccccc32)c1C#N
→ -3, i, i, i, i, i, i, 0, i, i, i
N#Cc1nc(COc2ccccc2F)oc1N1CCCCCC1
→ ., ., i, ., i, i, ., ?, i, i, .
COc1cc(/C=C2\SC(=Nc3ccccc3)N(CCc3c[nH]c4ccccc34)C2=O)ccc1OC(C)C(=O)O (stereo not drawn)
→ 54*, i, i, i, i, i, i, -2, i, i, i
COc1ccc(NC(=S)NCCCc2ccccc2)cc1
→ -16, i, i, i, i, i, i, 6, i, i, i
COc1ccc(NC(=O)Nc2cccc(C)n2)cc1
→ -1, i, i, i, i, i, i, -1, i, i, i
FC(F)(F)c1cccc(NC(=S)NNC(=S)Nc2cccc(C(F)(F)F)c2)c1
→ 101*, i, i, i, i, ., i, ?, i, i, i
Cc1cnc(C(=O)OCC(=O)N(C(C)C)C(C)C)cn1
→ 3, i, i, i, i, i, i, -13, i, i, i
COCc1cc(C)nc2sc(C(=O)Nc3ccc(OC)cc3)c(N)c12
→ 13, i, i, i, i, i, i, -5, i, i, i
S=c1[nH]nc(Cc2cccs2)n1-c1ccccc1Cl
→ 1, i, i, i, i, i, i, 10, i, i, i
Cc1cc(C)c(C(=O)C(C)OC(=O)Cn2cnc3c2c(=O)n(C)c(=O)n3C)cc1C (stereo not drawn)
→ -5, i, i, i, i, i, i, 1, i, i, i
COc1ccccc1CCN=C(N)NS(=O)(=O)c1cccs1
→ 2, i, i, i, i, i, i, 1, i, i, i
O=[N+]([O-])c1cnc(Nc2ccc(Cl)cn2)c([N+](=O)[O-])c1
→ 11, i, i, i, i, i, i, -2, i, i, i
Oc1ccc(NCc2cccc(OCc3ccc(F)cc3)c2)cc1
→ 7, i, i, i, i, i, i, 4, 25*, i, i
COc1ccc(Cn2c(C3CC3)nc3ccc(NC(C)=O)cc3c2=O)cc1
→ -3, i, i, i, i, i, i, 1, i, i, i
CC(=O)c1sc(NCCOc2ccc(C)cc2)nc1C
→ 10, i, i, i, i, i, i, 6, i, i, i
Cc1onc(NC(=O)c2ccc([N+](=O)[O-])o2)c1Br
→ 5, i, i, i, i, i, i, 6, i, i, i
Oc1c(N=NC(=S)Nc2ccccc2F)c2ccccc2n1Cc1cccc(Cl)c1
→ 52*, i, i, i, i, i, i, 6, i, i, i
COc1ccc(-c2c(C)nn3c(N4CCC(C(=O)NCCN(C)C)CC4)cc(C)nc23)cc1OC
→ -5, i, i, i, i, i, i, 2, i, i, i
O=C(Cn1nnc(-c2ccncc2)n1)Nc1ccc2c(c1)CCC2
→ 3, i, i, i, i, i, i, 1, i, i, i
O=S(=O)(NC1CCCCC1)c1ccc(N2CCOCC2)nc1
→ -1, i, i, i, i, i, i, -15, i, i, i
O=C(OCC(=O)c1ccc(S(=O)(=O)N2CCCC2)cc1)C1=COCCO1
→ 0, i, i, i, i, i, i, 6, i, i, i

By substructure: the entries above containing a thiophene ring, fused or not.
Results follow in this order: SKKanGAS inh, RGS4 pot, MrgX1 antagonist, TRPC6 activator, MrgX1 PAM, ANO1 activ, TRPC6 inhibitor, HDAC3 inhib, ANO1 block, MrgX1 agonist, RGS4 block
COCc1cc(C)nc2sc(C(=O)Nc3ccc(OC)cc3)c(N)c12
→ 13, i, i, i, i, i, i, -5, i, i, i
S=c1[nH]nc(Cc2cccs2)n1-c1ccccc1Cl
→ 1, i, i, i, i, i, i, 10, i, i, i
COc1ccccc1CCN=C(N)NS(=O)(=O)c1cccs1
→ 2, i, i, i, i, i, i, 1, i, i, i

An excerpt from above in order of number of heavy atoms, highest first.
Results follow in this order: SKKanGAS inh, RGS4 pot, MrgX1 antagonist, TRPC6 activator, MrgX1 PAM, ANO1 activ, TRPC6 inhibitor, HDAC3 inhib, ANO1 block, MrgX1 agonist, RGS4 block
COc1ccc(CNC(=O)COC(=O)c2ccc(OCc3c(C)noc3C)cc2)cc1OC
→ -3, i, i, i, i, i, i, -24, i, i, i
O=C(OCC(=O)c1ccc(S(=O)(=O)N2CCCC2)cc1)C1=COCCO1
→ 0, i, i, i, i, i, i, 6, i, i, i
COc1ccc2nc(C)c(C(=O)NN)cc2c1
→ -20, i, i, i, i, i, i, -6, i, i, i

Going on with the list.
Results follow in this order: SKKanGAS inh, RGS4 pot, MrgX1 antagonist, TRPC6 activator, MrgX1 PAM, ANO1 activ, TRPC6 inhibitor, HDAC3 inhib, ANO1 block, MrgX1 agonist, RGS4 block
CCOC(=O)C1(Cc2ccccc2)CCN(Cc2cc(=O)c3ccccc3[nH]2)CC1
→ -5, i, i, i, i, i, i, ., i, i, i
O=C(CNS(=O)(=O)c1ccc(Cl)cc1)N/N=C/c1ccco1
→ -5, i, i, i, i, i, i, 9, i, i, i
CCOc1ccc(S(=O)(=O)N2CCCCC2)cc1NC(=O)C1=COCCO1
→ -5, i, i, i, i, i, i, 3, i, i, i
Cc1ccccc1CSCc1nc2ccccc2[nH]1
→ 0, i, i, i, i, i, i, 7, i, i, i
CCOC(=O)C1CCCN(C2CC(=O)N(c3ccc(C)c(C)c3)C2=O)C1 (stereo not drawn)
→ -8, i, i, i, i, i, i, 4, i, i, i
Cc1c(O)nc(SCC(=O)Nc2cccc(C(F)(F)F)c2)n(-c2ccccc2)c1=O
→ 3, i, i, i, i, i, i, 8, i, i, i
O=C(NCC(=O)N1CCCC1)c1ccccc1F
→ 0, i, i, i, i, i, i, -6, i, i, i
Cc1nc(C)c(C(=O)C2=C(O)C(=O)N(CCCn3ccnc3)C2c2ccccc2)s1 (stereo not drawn)
→ -5, i, ., i, ., i, i, ., ., ., i
COc1cccc(-c2cc(C(=O)Nc3c(C)nn(Cc4ccccc4C)c3C)no2)c1
→ 1, i, i, i, i, i, i, 9, i, i, i
CCOc1ccccc1NC(=O)C(C)N1C(=O)c2ccccc2S1(=O)=O (stereo not drawn)
→ 1, i, i, i, i, i, i, -1, i, i, i
CC(=O)Nc1ccc(N(C(=O)Cn2nnc3ccccc32)C(C(=O)NC2CCCC2)c2ccc(O)c(O)c2)cc1 (stereo not drawn)
→ -4, i, i, i, i, i, i, 2, i, i, i
Cc1cccc(-c2nnc(SCC(=O)NC3CC3)n2C)c1
→ 8, i, i, i, i, i, i, -5, i, i, i
CCN(CC)Cc1c(NC(=O)c2ccccc2)sc(C)c1C
→ 1, i, i, i, i, i, i, -1, i, i, i
CCOC(=O)N1CCN(S(=O)(=O)c2ccc3c(c2)oc(=O)n3C)CC1
→ 4, i, i, i, i, i, i, 2, i, i, i
CCOc1ccc2nc(NC(=O)NC3CCCCC3)sc2c1
→ 3, i, i, i, i, i, i, ., i, i, i
O=C(Cc1ccc(F)cc1)Nc1ccc(Cl)cn1
→ 7, i, i, i, i, i, i, -7, i, i, i
COC(=O)c1ccc(CNC(=O)COC(=O)C23CC4CC(CC(C4)C2)C3)cc1
→ 5, i, i, i, i, i, i, 6, i, i, i
Cc1cccc(C)c1Nc1nnc(SC/C(O)=C(\C#N)c2nc3ccccc3[nH]2)s1
→ 16, i, i, i, i, i, i, 0, i, i, i
O=C(Nn1c(-c2ccc(Cl)cc2)nc2ccccc2c1=O)c1cccnc1Cl
→ -12, i, i, i, i, i, i, -1, i, i, i
COc1ccc(Oc2nc(SC)nc3ccccc23)cc1
→ 22, i, i, i, i, i, i, -1, i, i, i
CCOC(=O)c1ccc(CSc2nnc(C)n2N)o1
→ 2, ., i, ., i, i, ., 2, i, i, .
CSc1nc(Cc2ccc(Cl)cc2)nc2ccccc12
→ 28, i, i, i, i, i, i, 5, i, i, i
COCCN1C(=O)N(c2cccc(OC)c2)C(=O)C1CC(=O)Nc1cccc(F)c1 (stereo not drawn)
→ -1, i, i, i, i, i, i, 2, i, i, i
C=CCn1c(SCC(=O)O)nc2sc(CC)cc2c1=O
→ -14, i, i, i, i, i, i, 0, i, i, i
O=C(O)c1ccc(N=Nc2c(O)[nH]c3ccc(Br)cc23)cc1
→ 71*, i, i, i, i, i, i, 4, i, i, i
FC(F)Oc1ccccc1NC(=S)Nc1cccc(Cl)c1Cl
→ 0, i, i, i, i, i, i, -7, i, i, i
COc1cc(/C=N/NC(=O)C(N)=O)ccc1OCC(=O)N1C(C)CCCC1C (stereo not drawn)
→ 1, i, i, i, i, i, i, 10, i, i, i
Cc1cc2nnc(SC(C)C#N)n2c2ccccc12 (stereo not drawn)
→ -2, i, i, i, i, i, i, 1, i, i, i
O=C(c1ccccn1)N1N=C2/C(=C/c3ccc(F)cc3)CCCC2C1c1ccc(F)cc1 (stereo not drawn)
→ 11, i, i, i, i, i, i, ., i, i, i
N#Cc1ccccc1NC(=O)CSc1ccc([N+](=O)[O-])cn1
→ 7, i, i, i, i, i, i, 2, i, i, i

Screens (PubChem)
